TGFb inhibitor – qHTS for Inhibitors of TGF-b | HepG2 CAGA-GFP TGF-b/SMAD3 reporter, GFP fluorescence, 18 h; TGF-beta stimulated, 500 pg/mL final | AID 588855, 2011 | actives 1.2% (n = 410,000) | Potency, µM (series often up to 46.1 µM), without a hit: at the top dose activity, negative = inhibition, actives largely listed as inhibitors; also: potency is read from the fitted curve at half-maximal effect; % is scaled to controls: 0 for no effect and ±100 for the full control effect; nearly all actives have a fitted effect of over 65% in size
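HEPG2 CAGA-GFP reporter cells (1000/well, DMEM with 1% FBS) received compounds, then recombinant TGF-beta at 500 pg/mL final for 18 hours at 37 degrees C. Per-cell GFP summed per well was normalised to unstimulated and stimulated DMSO controls before curve fitting.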
Akt phos inh – HTS Assay for Inhibitors of Akt Phophorylation: Primary Screen; Neuro2A IGF-stimulated pAkt S473 HTRF, 20 min; hits give low values; AID 651550, 2012; actives 0.32% (n = 360,000); activity change, % for hits at 50 µM; in the data active = activity change below about -80%; inconclusive = mostly about -51% to -80%; also: % is scaled to controls: 0 for no effect and ±100 for the full control effect
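Single-point screen (50 µM final compound) in Neuro2A cells stimulated 20 min with 6 nM IGF at 37 deg C. After lysis, Ser473-phosphorylated Akt read by HTRF (ex 330 nm, em 615/665 nm) as the 665/615 ratio.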
CCT modulator – High-Throughput Screening for Modulators of Cytosolic Chaperonin Activity; purified chaperonin ATPase assay, HTRF ADP detection, 30 min; activity change, % (no concentration beside the values), hits read low; actives 0.3% (n = 360,000); in the data active = activity change below about -30%; also: % is scaled to controls: 0 for no effect and ±100 for the full control effect
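TRiC (40 or 20 nM final, by batch activity) in 30 mM Tris pH 7.4, 100 mM KCl, 5 mM MgCl2, 1 mM DTT was treated with compound at 76 uM single dose, then 10 uM ATP, 30 min at 37 °C. ADP was read by HTRF Transcreener.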
Nrf2 inh – Nrf2 qHTS screen for inhibitors; actives 2.1% (n = 360,000); Potency, µM (highest dose often 46 µM), for inactives: at the top dose activity change, negative = inhibition, actives largely listed as inhibitors; AID 504444, 2011; A549 ARE-Fluc reporter, luciferase luminescence, 18-24 h; also: potency is read from the fitted curve at half-maximal effect; % is scaled to controls: 0 for no effect and ±100 for the full control effect; nearly all actives have a fitted effect of over 60% in size
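Nrf2 activity is the BugLite luminescence, read 15 min after reagent at room temperature, following CellTiter-Fluor cytotoxicity readout (30 min, 37C). Compound titrations were applied for 18-24 h to 5000 A549 ARE_Fluc cells/well in 5% FBS OPTI-MEM.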
HepG2 tox – qHTS for Inhibitors of TGF-b: Cytotox Counterscreen. Potency, µM (series often up to 46.1 µM), for the others: top-dose activity change, negative = cytotoxicity, actives largely listed as cytotoxic. HepG2 CAGA-GFP viability, ATP luminescence, 18 h. AID 588856, 2011. actives 0.76% (n = 410,000); also: potency is read from the fitted curve at half-maximal effect; some results filed as inactive show a strong effect at the top dose
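CellTiter-Glo luminescence gave cytotoxicity after 18 hours at 37 degrees C. The cells were HepG2 CAGA-GFP in 1% FBS DMEM, stimulated with 500 pg/mL TGF-beta after compound addition. %Activity was normalised to no-cell wells (complete cell-killing) and DMSO (no toxicity), and curves were fitted and classified.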
A549 tox – Nrf2 qHTS screen for inhibitors: counterscreen for cytotoxicity; A549 ARE-Fluc cells, CellTiter-Fluor viability, 18-24 h; Potency, µM (titrated, usually from 46 µM), for the others: at the top dose activity change, negative = cytotoxicity, hits mostly inhibitors; actives 0.16% (n = 390,000); AID 504648, 2011; also: potency is read from the fitted curve at half-maximal effect; % is scaled to controls: 0 for no effect and ±100 for the full control effect
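A549 ARE_Fluc cells in 5% FBS OPTI-MEM were exposed to compounds in concentration-response for 18-24 h at 37 deg C. Viability was read by CellTiter-Fluor fluorescence (Ex 405/Em 525) after 30 min, before the luciferase read.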
ATXN viability – Viability Counterscreen for Primary qHTS for Inhibitors of ATXN expression; Potency, µM (top dose mostly 56.7 µM), most hits filed as cytotoxic; actives 0.49% (n = 400,000); S2 cells (HEK-293 line with an ATXN2-luciferase reporter) viability, CellTiter-Fluor protease fluorescence, 24 h; also: potency is read from the fitted curve at half-maximal effect; nearly all actives have a fitted effect of over 40% in size
Nrf2 ARE act – qHTS of Nrf2 Activators; AREc32 ARE-luciferase reporter (MCF7-derived line), luminescence, 24 h; Potency, µM (titrated, usually from 46.1 µM), inactives show at the highest dose activation, hits mostly activators; actives 0.31% (n = 410,000); AID 624171, 2012; also: potency is read from the fitted curve at half-maximal effect; % of control where 0% means no effect; nearly all actives have a fitted effect of over 65% in size
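Quantitative high-throughput format: AREc32 reporter cells, 1000 per well, received compound by pin transfer and were incubated 24 hr at 37 deg C, 5% CO2, before Steady-Glo luminescence detection.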
MmCpn inh – Inhibitors of TCP-1 ring complex (TRiC) of Methanococcus maripaludis (MmCpn): qHTS. purified Mm-Cpn ATPase, ADP Transcreener TR-FRET. AID 504842, 2011. Chaperonin Mm-Cpn (Methanococcus maripaludis). Potency, µM (doses to about 76.9 µM), inactives show at the top dose activity, negative = inhibition, most hits filed as inhibitors. actives 0.031% (n = 330,000); also: potency is read from the fitted curve at half-maximal effect; % is scaled to controls: 0 for no effect and ±100 for the full control effect; nearly all actives have a fitted effect of over 80% in size
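TR-FRET (320 nm excitation; 590 and 665 nm emission) reports ADP made from 10 uM ATP by 25 nM enzyme; compounds were preincubated 10 min, reaction run 30 min, both at 37°C.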
Starred values were filed as active, the others as inactive; i = inactive; ? = inconclusive; · = not tested or not shown; & = joins results of further samples; [ ] = remark or other dose. Unless noted, calls follow the shape of the dose curve; as a rule, active = well fitted curve in the direction sought with a large enough effect; inconclusive = small, poorly fitted or top-dose-only effect, or another doubt; inactive = no such curve, though single readings can be large; an effect the other way counts as inactive or inconclusive.

Values in the order – TGFb inhibitor	Akt phos inh	CCT modulator	Nrf2 inh	HepG2 tox	A549 tox	ATXN viability	Nrf2 ARE act	MmCpn inh
- Cc1ccc(S(=O)(=O)C2(C(=O)NC3CCCC3)CC2)cc1
    23%	i	-1.0	6%	-1%	0%	i	-0.4%	0%
- COc1ccc(Cl)cc1NC(=O)CN(C)C(=O)c1cc2ccccc2cc1OC
    -21%	i	-1.1	-27%	-13%	4%	i	21%	-11%
- CCCCOn1c(C)c(C(C)=O)c2c3no[n+]([O-])c3ccc21
    2%	i	-1.9	?	3%	-2%	i	-0.5%	0%[15.4 µM]
- OCC1(Cc2ccccc2)CCCN(Cc2ccc3c(c2)OCCO3)C1 (stereo unspecified)
    -1%	i	-0.9	-4%	0%	-1%	i	-0.5%	-2%
- O=C(CCn1c(=O)oc2ccccc21)n1c(=O)oc2ccccc21
    -4%	i	-2.8	-5%	-9%	9%	i	-0.7%	-1%
- COc1ccccc1CCC(=O)OCC(=O)NC1CC1
    3%	i	-2.8	13%	4%	14%	i	-0.1%	0%
- CCn1cc(C(=O)N(C)Cc2ccccc2)c(=O)c2cc(S(=O)(=O)N3CCCCCC3)ccc21
    0%	·	·	6%	-4%	-2%	i	-0.7%	·
- Cc1ccc(NC(=O)N2C3CCCC2CC(NC(=O)C(C)(C)C)C3)cc1 (stereo unspecified)
    3%	i	-2.0	1%	12%	-5%	i	-1.0%	1%
- COc1nsnc1NS(=O)(=O)c1ccc(NC(=S)NC(=O)c2cccnc2)cc1
    14%	i	-0.9	12%	-2%	1%	i	0.1%	-3%
- COc1ccc(C(N)CCc2ccco2)cc1 (stereo unspecified)
    -8%	i	2.4	·	-2%	17%	i	3.2%	2%
- O=C(CN1CCN(c2ccc(F)cc2)CC1)NCC1CCCO1 (stereo unspecified)
    ?	i	-0.8	-7%	5%	0%	?	-0.3%	1%
- Cc1c(C(=O)OCC(C)(C)CN(C)C)oc2ccccc12
    3%	i	-5.4	?	-33%	-2%	i	2.4%	-3%
- O=C1NC(c2ccccc2)CCO1 (stereo unspecified)
    19%	i	2.1	-1%	28%	7%	i	0.1%	-1%
- CCC(C)Sc1ccc([C@@H]2[C@H]3C(=O)N(C)C(=O)[C@H]3[C@]3(C(=O)OC)CCCN23)cc1 (stereo partly specified)
    1%	i	0.5	25%	-5%	3%	i	0.5%	-13%
- COC(=O)c1ccccc1NS(C)(=O)=O
    10%&5%	i	-0.2	15%	-4%&10%	-1%	i	-0.5%	-2%
- Cc1nc([N+](=O)[O-])c(Br)n1CC(=O)c1ccc2ccccc2c1
    ?	i	0.0	?	10µM*	-15%	32µM*	-3.6%	-1%
- Cc1ccc(-c2csc(N(C)C(=O)c3c(C)nn(-c4ccccc4)c3Cl)n2)cc1
    0%	i	-0.7	-5%	-1%	0%	i	0.0%	-5%
- COc1cc(Nc2c3c(nc4ccccc24)CCCC3)cc(OC)c1OC
    -7%	i	-1.6	14%	-49%	-3%	?	19%	3%
- COc1ccc(OC)c(-c2nc(C(=O)NC3CCN(Cc4ccccc4)CC3)cc3c2[nH]c2ccccc23)c1
    2%	i	-0.1	-5%	-16%	-12%	i	6.4%	-7%
- COc1ccc(C2CC(c3ccccc3)Nc3nc(N)nn32)cc1 (stereo unspecified)
    -1%	i	-0.6	1%	-2%	-3%	i	-0.1%	-4%
- Cc1cccc(Cn2c(C(C)(C)C)cc3cccnc32)c1
    ?	i	1.3	·	-37%	-2%	i	0.7%	-2%
- O=C(Nc1nccs1)c1cc(N2CCOCC2)nc2ccccc12
    20%	i	-1.1	4%	-3%	6%	i	4.7%	-3%
- COc1cccc(NC(=O)Cn2c(=O)n(-c3ccc(Cl)cc3)c(=O)c3sc4ccccc4c32)c1
    0%	·	·	9%	-24%	-10%	·	0.3%	·
- Cc1ccc(NC2=CC(=O)CC(C)(C)C2)cc1Cl
    28%	i	1.5	7%	1%	0%	i	2.9%	-2%
- CSc1ccc(S(=O)(=O)Nc2ccc3c(c2)OCCO3)cc1
    -30%	i	0.5	?	-8%	12%	i	3.9%	3%
- Cc1ccc(Cl)cc1N1CCN(C(=O)c2noc3c2CCCC3)CC1
    ?	·	·	-37%	-28%	7%	·	3.1%	·
- C[C@@H]1CN([C@H](C)CO)C(=O)c2c(c3ccccc3n2C)-c2ccccc2CO[C@H]1CN(C)Cc1ccccc1
    ?	i	-2.6	·	-118%	·	i	-2.4%	·
- CCCCC1Cc2[nH]c(=S)[nH]c(=O)c2C(c2ccc3ccccc3c2)O1 (stereo unspecified)
    ·	i	0.8	·	·	·	i	2.8%	·
- Cc1ccc(OCc2cc(C(=O)N(C)Cc3cnc4ccccn34)no2)cc1C
    -15%	i	0.7	?	-26%	-1%	i	-0.2%	2%
- Nc1n[nH]c(N)c1N=Nc1ccc2c(c1)OCO2
    11%	i	1.3	?	-22%	-11%	?	4.1%	-3%
- Cc1ccc(NC(=O)CC2Oc3ccccc3NC2=O)c(C)c1 (stereo unspecified)
    -8%	i	-1.9	8%	-6%	-2%	i	0.4%	?
- CCCCN1C(=O)N(c2ccccc2Cl)C(C)(O)CC1(C)C (stereo unspecified)
    -12%	i	-1.3	-1%	-16%	11%	i	-0.1%	-1%
- Cc1nc(NCCCn2ccnc2)c2ccccc2n1
    8%	·	0.6	?	-3%	?	i	-0.4%	0%
- CSc1ccc(Cn2nnc(C(=O)Nc3ccc(C)cc3Cl)c2N)cc1
    -1%	·	·	?	-8%	-4%	i	1.9%	·
- O=C(Cc1c(F)cccc1Cl)NNC(=O)c1cccs1
    0%	i	-4.8	2%	-1%	4%	i	-0.3%	2%
- CCOc1ccc(S(=O)(=O)NCCc2sc(-c3ccc(C)cc3)nc2C)cc1
    ?	·	·	·	-35%	0%	·	-0.4%	·
- Cc1c(CCO)c(=O)[nH]n1S(=O)(=O)c1ccc(Cl)cc1Cl
    0%	i	1.7	1%	-2%	4%	i	-0.6%	1%
- CCOC(=O)c1ccc(NC(=O)c2c(NCc3cccs3)sc3c2CCCC3)cc1
    -36%	·	·	·	-56%	0%	?	6.9%	·
- CCOC(=O)c1nc(C)n(-c2cc(Cl)ccc2Cl)n1
    0%	i	1.0	?	-1%	-3%	i	0.6%	2%
- CCOC(=O)C1CCN(C(=O)Cc2cccs2)CC1
    4%	i	0.1	12%	19%	-2%	i	0.1%	-1%
- Cc1ncoc1C(=O)Nc1ccc2c(c1)OCCO2
    -25%	i	-1.6	?	-38%	4%	i	-1.0%	2%
- CCc1nc2c(OCC(=O)C(C)(C)C)cccn2c1N(C)C(=O)c1ccco1
    -10%	i	1.2	·	6%	·	i	-1.3%	·
- COc1ccc(C(C(=O)NC2CCCCC2)N(C(=O)CCl)c2cccc(Cl)c2)cc1 (stereo unspecified)
    ?	i	1.6	?	11µM*	?	7.1µM*	?	-2%
- O=C(O)Cc1ccc(S(=O)(=O)Nc2ccccc2C(=O)O)cc1
    -3%	i	0.0	3%	32%	7%	i	0.1%	-3%
- COc1ccc(Nc2cc(C)nc3ncnn23)cc1
    -1%	i	-1.3	8%	11%	2%	i	-0.4%	·
- COc1ccc(S(=O)(=O)N(CC(=O)N2CCN(C)CC2)c2ccc(C)cc2)cc1OC
    10%	i	-2.3	7%	-5%	12%	i	0.2%	-6%
- COc1cc(C(=O)Nc2ccc(-c3nnc(-c4ccco4)o3)cc2)cc(OC)c1OC
    0%	-102%*	0.1	16%	4%	2%	i	0.1%	-1%
- CCCc1ccc(OCc2ccc(C(=O)N/N=C/c3cccc([N+](=O)[O-])c3)o2)c(OC)c1
    -28%	i	1.4	?	-34%	-28%	i	1.9%	1%
- CC(=O)Cc1c(C(=O)O)c(C)nn1-c1ccccc1
    0%	i	-3.0	-9%	9%	-6%	i	-0.4%	-1%
- O=S1(=O)CC(N2CCN(CCO)CC2)CN1Cc1cn(Cc2ccc(C(F)(F)F)cc2)nn1 (stereo unspecified)
    ·	i	-0.9	·	·	·	i	0.4%	·
- O=C(O)C1CC(=O)N(c2ccc3c(c2)OCCO3)C1 (stereo unspecified)
    0%	i	-15	-9%	-42%	-5%	i	0.4%	0%

2 successive compounds out of the list so far:
Values in the order – TGFb inhibitor	Akt phos inh	CCT modulator	Nrf2 inh	HepG2 tox	A549 tox	ATXN viability	Nrf2 ARE act	MmCpn inh
- CCOC(=O)c1ccc(NC(=O)c2c(NCc3cccs3)sc3c2CCCC3)cc1
    -36%	·	·	·	-56%	0%	?	6.9%	·
- CCOC(=O)c1nc(C)n(-c2cc(Cl)ccc2Cl)n1
    0%	i	1.0	?	-1%	-3%	i	0.6%	2%

Quoted from the listing.
In CCT modulator, CCCCN1C(=O)N(c2ccccc2Cl)C(C)(O)CC1(C)C (stereo unspecified) is entered as -1.3
In Nrf2 inh, COc1ccc(Nc2cc(C)nc3ncnn23)cc1 is entered as 8%
In TGFb inhibitor, COc1cc(C(=O)Nc2ccc(-c3nnc(-c4ccco4)o3)cc2)cc(OC)c1OC is entered as 0%

Hits appear at their usual frequency; 4.4% or so of the library scored in one or more.
